Compound activity: PubChem, Emory University Molecular Libraries Screening Center
14-3-3g Raf: alters human 14-3-3 gamma binding to Raf peptide. P61981. FP, 14-3-3gamma / TMR-pS259-Raf peptide binding. inhibition, % at 40 µM. 0.19% of 160,000 active; in the data active means inhibition above about 30%;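 further: 0% = protein plus tracer without compound and 100% = blank with tracer alone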
Target sequence (P61981 whole entry, looked up): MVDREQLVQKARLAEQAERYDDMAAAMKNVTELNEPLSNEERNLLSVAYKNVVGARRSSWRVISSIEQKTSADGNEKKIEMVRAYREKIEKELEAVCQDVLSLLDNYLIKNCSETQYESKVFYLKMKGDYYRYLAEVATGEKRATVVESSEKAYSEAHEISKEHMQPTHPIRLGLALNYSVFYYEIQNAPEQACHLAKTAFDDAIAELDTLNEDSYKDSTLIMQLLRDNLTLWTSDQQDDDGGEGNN
* marks the source's active call; other numbers are inactive results; & = joins results of further samples.

SMILES	14-3-3g Raf
COc1cccc(OC)c1C(=O)Nc1ccc(I)cc1	-2.2
CCn1c(C)nc2cc(-c3nc4n(n3)Cc3ccccc3-4)ccc21	-71.7
COCCn1c(=O)[nH]c2cc(C(=O)Nc3ccc(NC(C)=O)cc3)ccc2c1=O	-5.8
CC1CCCC(NC(=O)CCn2nc(-c3ccc(Cl)cc3)ccc2=O)C1C (stereo not drawn)	-18.1
CSc1ccc(Cl)c(C(=O)OCC(=O)N2CC(C)OC(C)C2)c1 (stereo not drawn)	-8.7
CCc1cc(C)cc(OCC(O)Cn2c(C)[n+](C)c3ccccc32)c1 (stereo not drawn)	-8.7
Cc1ccc(NC(=O)COC(=O)CSC(=O)c2ccccc2)cc1	-7.7
Cc1nc2c(ccc3nc(NC(=O)c4ccc(S(=O)(=O)N(C)C)cc4)sc32)s1	-0.3&5.7
CC(C)Cn1c(N(C)C)nc2c1c(=O)[nH]c(=O)n2C	0.0
COc1cc(C(=O)NCc2nc3ccccc3n2Cc2ccccc2C)cc(OC)c1OC	-7.7
CCCCOC(=O)CSc1nnc(-c2cc(OC)c(OC)c(OC)c2)o1	6.2
O=C(NCc1ccccc1)C1C2C=CC3(CN(Cc4cccs4)C(=O)C13)O2 (stereo not drawn)	0.0
O=C(CN1CCCCC1)N1N=C(c2cccs2)CC1c1ccc(F)cc1 (stereo not drawn)	-11.7
CC(=O)c1sc(NC(=O)C=C(C)C)nc1C	3.7
O=C(CCC(=O)OCC(F)(F)C(F)F)NCc1ccccc1	-10.4
CN(C)C(=O)c1c(NC(=O)c2ccccc2F)sc2c1CCC(C(C)(C)C)C2 (stereo not drawn)	-7.4
Cn1cc(CCC(=O)NCc2ccc(F)cc2)c2ccccc21	-13.4
CC(=O)N1CCc2cc(S(=O)(=O)CCC(=O)Nc3cccnc3)ccc21	11.6
CCOC(=O)NC(Nc1nnc(SCC)s1)(C(F)(F)F)C(F)(F)F	-17.2
O=C(Nc1cc2cccc([N+](=O)[O-])c2oc1=O)c1ccc(-c2ccccc2)cc1	-5.6
O=C(Cc1ccc(-n2c(=O)c3ccccc3n(Cc3cc(=O)n4ccccc4n3)c2=O)cc1)NCCc1ccccc1	-52.3
O=[N+]([O-])c1ccc(C=Nc2ccc3oc(-c4ccc(I)cc4)nc3c2)cc1	-7.0
Cc1ccc(NC(=O)CCOc2ccccc2)c(Br)c1	-32.0
COc1ccc(S(=O)(=O)Nc2ccc(O)c(-c3c(O)ccc4ccccc34)c2)cc1	-8.7
O=c1c2ccccc2c(-c2ccccc2)nn1-c1cc([N+](=O)[O-])ccc1N1CCOCC1	5.1
Cc1ccc(C)c(N2CCN(C(=O)c3ccc(SCCN4CCOCC4)c([N+](=O)[O-])c3)CC2)c1	-12.5
CC1CCCN(C(C(=O)NC2CCCCC2)c2cc3c(cc2[N+](=O)[O-])OCO3)C1 (stereo not drawn)	-1.3
Cc1ccc2nc(NC(=O)CSc3nccn3-c3ccccc3)sc2c1	-4.5
CCSc1nc2c(cc1C#N)C(=O)CCC2	-15.5
CC1CCN(c2nncc3ccccc23)CC1	-15.4&-5.2
COc1ccc(NC(=O)C2C(=O)NC3(C)CC2c2ccccc2O3)cc1 (stereo not drawn)	0.2&7.8
CCOC(=O)c1ccc(NC(=O)CSc2n[nH]c(-c3ccncc3)n2)cc1	-3.2
CCN(CC)S(=O)(=O)c1cc(C(=O)Oc2ccccc2OC)ccc1OC	6.1
O=S1(=O)N=C(Nc2ccc(S(=O)(=O)Nc3ccccc3)cc2)c2ccccc21	-6.9
Cc1ccc(NS(=O)(=O)c2ccc(C3CCCCC3)cc2)cc1	-1.1
CCCS(=O)(=O)n1nc(-c2ccc(OC)cc2OC)cc1N	0.9
COc1ccc(N2C(=O)c3ccccc3NC2c2cccc([N+](=O)[O-])c2)cc1 (stereo not drawn)	-1.3
COc1ccc(Br)cc1C1Nc2ccc3ncccc3c2C2=C1C(=O)CC(C)(C)C2 (stereo not drawn)	-7.1
COc1cc(C2C(=O)N(C3CCCC3)CC(=O)N2Cc2ccco2)ccc1OC(C)C (stereo not drawn)	-10.4&-5.7
COc1ccc(NC2CCN(C3CC(=O)N(c4ccc(F)c(Cl)c4)C3=O)CC2)cc1 (stereo not drawn)	-0.5
CCOC(=O)C(=O)Nc1ccc2ccccc2c1	22.2
CCOc1ccc(C2C3=C(CC(C)(C)CC3=O)Nc3nc(SCc4ccccc4F)[nH]c(=O)c32)cc1 (stereo not drawn)	-1.7
COCC(C)NC(=O)c1cc(-c2cccc(OC)c2)on1 (stereo not drawn)	1.6&-1.4
CCCCN1CCN(c2nc(-c3ccccc3)c3cc(C)ccc3n2)CC1	14.3
CC(=O)N1CCc2cc(N=Cc3ccc(Cl)cc3)ccc21	-4.2

Entries from the list above with a Cl atom, in the order listed:
SMILES	14-3-3g Raf
CC1CCCC(NC(=O)CCn2nc(-c3ccc(Cl)cc3)ccc2=O)C1C (stereo not drawn)	-18.1
CSc1ccc(Cl)c(C(=O)OCC(=O)N2CC(C)OC(C)C2)c1 (stereo not drawn)	-8.7
COc1ccc(NC2CCN(C3CC(=O)N(c4ccc(F)c(Cl)c4)C3=O)CC2)cc1 (stereo not drawn)	-0.5
CC(=O)N1CCc2cc(N=Cc3ccc(Cl)cc3)ccc21	-4.2

Later entries:
SMILES	14-3-3g Raf
O=C(CCCc1nc2ccccc2s1)N1CCN(S(=O)(=O)c2cccs2)CC1	-2.5
COc1ccccc1N1CCN(CC(O)COc2ccc(C(C)C)c(C)c2)CC1 (stereo not drawn)	0.6
Cc1cc(C)n(C(CC(=O)N2CCCCC2)C(=O)O)n1 (stereo not drawn)	5.5
Cc1ccc(CCNC(=O)c2ccc(CNS(=O)(=O)c3ccc(F)cc3)cc2)cc1	-8.1
Cc1oc(-c2ccc3c(c2)OCCO3)cc1C(=O)O	4.9
O=C1c2cccc3c([N+](=O)[O-])ccc(c23)C(=O)N1CC1CCCO1 (stereo not drawn)	-6.9
CC1C=CCC2C(=O)N(c3cccc(C(=O)NCCc4ccccc4)c3)C(=O)C12 (stereo not drawn)	-8.3
CC12CCC(=O)N1c1ccccc1C(=O)N2c1ccccc1 (stereo not drawn)	0.8
Cc1cc(OC(C)c2nc(-c3nonc3N)no2)ccc1Cl (stereo not drawn)	1.4
COC(=O)C1=CN(C(C)C)C=C(C(=O)OC)C1c1ccc(C(F)(F)F)cc1	4.0
CC(C)c1nc(N2CCN(C(=O)c3ccco3)CC2)c2c3c(sc2n1)CCCC3	-6.4
CCCCNC(NCCCC)=C(S(=O)(=O)CC)S(=O)(=O)CC	4.1
CC1CCN(C(=O)c2ccc(CN(c3ccccc3)S(C)(=O)=O)cc2)CC1	-1.1
OC(C#CC(O)(c1ccccc1)c1ccccc1)c1ccc(F)cc1 (stereo not drawn)	-1.9
CCOc1ccccc1N1CN(Cc2ccccc2)CNC1=S	-8.2
CCOC(=O)Cn1nc(-c2ccc(Cl)cc2)cc1N	-0.9
CN(C)c1ccc(-c2ccncc2)cc1	-4.9
O=C(NCCc1ccccc1Cl)c1ccc(Cn2c(=O)[nH]c3ccccc3c2=O)cc1	-7.3
COC(=O)c1ccc(OCC2c3cc(OC)c(OC)cc3CCN2C(=O)c2ccccc2Br)cc1 (stereo not drawn)	2.7
COc1ccccc1OCc1nc2ccccc2n1CC(C)C	-4.9
Cn1c(=O)oc2cc(S(=O)(=O)NCCCN3CCCC3=O)ccc21	6.7
O=C(Nc1nn[nH]n1)C12CC3CC(CC(C3)C1)C2	-1.6
CC(=O)N1c2ccccc2N=C(c2ccc(Br)cc2)CC1c1ccccc1 (stereo not drawn)	1.6
CCC1SC(=Nc2ccccc2)N(S(=O)(=O)c2ccc(C)cc2)C1=O (stereo not drawn)	-3.9
Nc1cc(C(F)(F)F)ccc1Oc1ccccc1Cc1ccccc1	10.2
CC1CCC(NC(=O)C2(C)CCC(=O)N2CCc2ccccc2)CC1 (stereo not drawn)	0.3
Cc1ccc(NC(=O)CCC(=O)OC2CCC(C(C)(C)C)CC2)cc1 (stereo not drawn)	1.0
CCOc1ccccc1N(CC(=O)Nc1ccccc1C(=O)NCc1ccco1)S(C)(=O)=O	-1.5
Cc1cc(NC(=O)CSc2nnc(-c3ccco3)n2Cc2ccco2)no1	-6.1
CCOc1ccc(CCNC(=O)C(O)c2ccccc2)cc1 (stereo not drawn)	13.0
Cc1cccc(-n2nc3c(c2NC(=O)c2ccc([N+](=O)[O-])cc2)CSC3)c1C	3.5
COC(=O)c1cc(NS(=O)(=O)c2ccc3c(c2)c(=O)n(C)c(=O)n3C)cc(C(=O)OC)c1	3.4
CN(C)S(=O)(=O)C1CCS(=O)(=O)C1 (stereo not drawn)	-9.7
CCCCCC1NC(=O)NC1CCCCCC(=O)O (stereo not drawn)	-10.9
Cc1cc(OCC(=O)Nc2ccc(-c3nc4ncccc4o3)cc2)cc(C)c1Cl	-52.9
COc1cc(-c2csc(C3COc4ccccc4O3)n2)ccc1O (stereo not drawn)	1.9
CCC1CCCCN1C(=O)c1cc2cc3cc(OC)ccc3nc2s1 (stereo not drawn)	-2.0
Cc1c(Cc2ccccc2)c(=O)oc2c(C)c3occ(-c4ccc5c(c4)OCO5)c3cc12	-11.5
CC1CCCN(C(=O)Cc2c(C(=O)O)[nH]c3ccccc23)C1 (stereo not drawn)	7.1
O=C(CCc1ccccc1)NC1CCSC1=O (stereo not drawn)	8.8&14.8
COc1cccc(OC)c1OCC(O)CN1CCN(c2ccccc2F)CC1 (stereo not drawn)	-10.5
Cc1ccc2oc(-c3cccc(NC(=O)CC(C)C)c3)nc2c1	-34.0
O=C(CC1SC(N2CCCCC2)=NC1=O)Nc1cccc(C(=O)O)c1 (stereo not drawn)	-0.6
O=C(CCCNS(=O)(=O)c1cccs1)NCc1ccccc1	-8.6
O=c1sc2ccccc2c(NCCCN2CCOCC2)c1[N+](=O)[O-]	-2.0

Copied from the list:
COc1cccc(OC)c1OCC(O)CN1CCN(c2ccccc2F)CC1 (stereo not drawn) in 14-3-3g Raf = -10.5
CN(C)S(=O)(=O)C1CCS(=O)(=O)C1 (stereo not drawn) in 14-3-3g Raf = -9.7
CC1CCCN(C(=O)Cc2c(C(=O)O)[nH]c3ccccc23)C1 (stereo not drawn) in 14-3-3g Raf = 7.1
O=C(CCc1ccccc1)NC1CCSC1=O (stereo not drawn) in 14-3-3g Raf = 8.8&14.8

Pulled by structure from above, 3 records:
SMILES	14-3-3g Raf
O=C(CCCNS(=O)(=O)c1cccs1)NCc1ccccc1	-8.6
COc1cc(-c2csc(C3COc4ccccc4O3)n2)ccc1O (stereo not drawn)	1.9
CCCCCC1NC(=O)NC1CCCCCC(=O)O (stereo not drawn)	-10.9

Next part:
SMILES	14-3-3g Raf
CCOC(=O)C(C#N)C(Cc1ccccc1)c1ccco1 (stereo not drawn)	-4.9&-71.8
COc1cc(-c2noc(CCC(=O)Nc3cccnc3)n2)cc(OC)c1OC	-3.9
CCCCc1cc(=O)oc2cc3occ(-c4ccccc4)c3cc12	2.2
CCOc1ccc(NC(=O)c2ccc(C(=O)O)cc2C(=O)O)cc1	3.5
CCCOC(=O)c1ccc(NS(=O)(=O)c2cccs2)cc1	-3.1&0.6
O=C(CCN1C(=O)c2ccccc2C1=O)Nc1ccccc1F	-19.3
CCN1C(=O)CC(C(=O)Nc2cccc(C(=O)O)c2)SC1=Nc1ccc(Cl)cc1 (stereo not drawn)	4.2
O=C(CSc1nnc(-c2ccccn2)n1-c1ccccc1)Nc1ccc2c(c1)OCO2	-1.9
CC(C)(C)c1ccc2c(c1)N(CC(=O)NCCC1=CCCCC1)C(=O)CO2	1.2
Cn1c(=O)[nH]c(=O)c2c1nc(SCCCO)n2Cc1ccccc1Cl	-3.7
O=c1[nH]c(SCc2ccc(Cl)cc2)nc2c1cnn2-c1ccc(F)cc1	3.5
CCOC(=O)c1sc(NC(=O)c2ccc(Oc3ccccc3)cc2)nc1C	0.8
O=C(Nc1ccc(-c2ccc(NC(=O)c3ccc(F)cc3[N+](=O)[O-])cc2)cc1)c1ccc(F)cc1[N+](=O)[O-]	1.5
CN(C)Cc1c(O)ccc2c(=O)c(-c3ccccc3)c(C(F)(F)F)oc12	-10.9
O=C(CCN1C(=O)C2C3C=CC(C3)C2C1=O)N1CCN(c2ccccc2F)CC1 (stereo not drawn)	-11.9
O=C(NCc1ccc(Cl)cc1)C(Cc1ccccc1)NS(=O)(=O)c1ccc(Br)s1 (stereo not drawn)	-8.7
COc1ccc(C2C(=O)N(C3CCCCC3)CC(=O)N2C2CC2)cc1OC (stereo not drawn)	1.0
COc1ccc(CNc2nc(SCC#N)nc3ccccc23)cc1	-3.8
CCN(Cc1cc2cc(OC)ccc2[nH]c1=O)C(=O)Cc1ccc(OC)cc1	-5.3
COC(=O)C1=CN(c2cccc(C(F)(F)F)c2)C=C(C(=O)OC)C1c1ccc(Cl)cc1	10.2
N#Cc1sc2nc(-c3cccs3)cc(C(F)(F)F)c2c1N	-14.0
C[N+](C)(C)CCOC(N)=O	-10.1
COCCn1c(=O)[nH]c2cc(C(=O)Nc3ccc(Oc4ccccc4)cc3)ccc2c1=O	0.4
COc1ccc(C2SCCN2S(=O)(=O)c2ccc(I)cc2)cc1Br (stereo not drawn)	10.1
COc1cccc(C(=O)NCc2n[nH]c(=S)n2-c2ccccc2)c1	-2.8
CC1CCc2c(sc(NC(=O)c3ccc(C(=O)C(=O)c4ccccc4)cc3)c2C#N)C1 (stereo not drawn)	-28.2
COc1ccc(C2C=C(Nc3ccccc3)C(=O)N2c2ccccc2)cc1OC (stereo not drawn)	-21.2
COC(=O)c1ccc(N=c2oc3c(C)ncc(COC(C)=O)c3cc2C(=O)Nc2ccc(C)cc2)cc1	-8.5
CCOc1cccc2cc(C(=O)N3CCN(C/C=C/c4ccccc4)CC3)c(=O)oc12	-6.2

4 entries from above, sorted by the value under 14-3-3g Raf, low to high:
| mol | 14-3-3g Raf |
| --- | --- |
| COc1ccc(C2C=C(Nc3ccccc3)C(=O)N2c2ccccc2)cc1OC (stereo not drawn) | -21.2 |
| C[N+](C)(C)CCOC(N)=O | -10.1 |
| O=C(NCc1ccc(Cl)cc1)C(Cc1ccccc1)NS(=O)(=O)c1ccc(Br)s1 (stereo not drawn) | -8.7 |
| COC(=O)C1=CN(c2cccc(C(F)(F)F)c2)C=C(C(=O)OC)C1c1ccc(Cl)cc1 | 10.2 |

Not all compounds are listed; the hit share may differ from the screen's.
